Dengue-2 NS5 capping – flavivirus cap methylation enzyme inhibition – biochemical, confirmation dose response, primary screen (AID 588689) | Dengue-2 NS5 methyltransferase capping enzyme assay, biochemical; higher % means a stronger effect | one-dose inhibition, % at 25 µM; IC50 in µM for titrated hits | 340,000 compounds, 0.3% hits; in the data active = a potency from the dose series; inconclusive = inhibition above about 29% without an active follow-up result
West Nile virus CPE – West Nile virus antiviral activity, cell-based, CPE readout (AID 1621) | West Nile virus-infected cells, CPE inhibition; higher % means a stronger effect | one-dose CPE inhibition, % at 10 µM; IC50 in µM for titrated hits | 290,000 compounds, 0.02% hits; in the data active = a potency from the dose series; inconclusive = CPE inhibition mostly from about 3.7% at the one dose, without a potency; inactive = the rest, 99 in 100 with CPE inhibition below about 2.2%; also: strong numbers were not always called active
NTR1 agonist – NTR1-driven beta-arrestin-GFP spot formation – imaging, U2OS cells, high content, primary screen (AID 493036). activation, % at 20 µM. agonist mode. P30989. 330,000 compounds, 0.17% hits;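 active = activation at or above 40% of the spot to cytoplasm intensity ratio, with at least 20 cells analyzed; inconclusive = wells under 20 cells, flagged as cytotoxic or low count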;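 also: 0% = DMSO without peptide and 100% = 100 nM NTR1 peptide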
Target sequence (P30989 whole entry, looked up): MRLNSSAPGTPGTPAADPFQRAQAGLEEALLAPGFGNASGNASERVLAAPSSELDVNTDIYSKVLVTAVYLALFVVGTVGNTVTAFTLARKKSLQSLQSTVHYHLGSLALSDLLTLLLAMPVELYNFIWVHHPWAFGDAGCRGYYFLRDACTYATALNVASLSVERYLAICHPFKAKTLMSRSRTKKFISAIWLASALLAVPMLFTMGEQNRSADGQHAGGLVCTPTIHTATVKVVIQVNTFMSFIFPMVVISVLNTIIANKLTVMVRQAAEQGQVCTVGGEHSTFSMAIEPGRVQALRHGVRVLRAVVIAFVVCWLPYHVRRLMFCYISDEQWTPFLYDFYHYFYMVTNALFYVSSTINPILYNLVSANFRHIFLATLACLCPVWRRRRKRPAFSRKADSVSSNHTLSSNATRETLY
Large T inhibition – TAg ATPase/helicase activity blockers – biochemical (AID 1903); SV40 large T antigen ATPase/helicase inhibition assay; higher % means a stronger effect; inhibition, % at 20 µM, or IC50 in µM where a hit was titrated; 310,000 compounds, 0.39% hits; in the data active = a potency from the dose series; inconclusive = inhibition mostly from about 32% at the one dose, without a potency; inactive = the rest, 99 in 100 with inhibition below about 32%; also: strong numbers were not always called active
MgcRacGAP inhibition – MgcRacGAP GTPase-activating activity inhibitors, confirmation, biochemical, ADP Hunter fluorescence; MgcRacGAP-stimulated Rac1 GTP hydrolysis, ADP Hunter fluorescence; higher % means a stronger effect; GST-tagged Rac1 F28L mutant substrate; inhibition, % at 30 µM; hits with a dose series show IC50 in µM; 340,000 compounds, 0.6% hits; AID 624330;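 active = first-screen hits whose inhibition reached a set limit at any dose in the follow-up dose series; inconclusive = inhibition above the set first-screen limit but never retested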;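 also: fluorescence reports GDP produced by GAP-driven GTP hydrolysis; strong numbers were not always called active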
SIAH1 antagonists – blockers of Siah-1 interaction with plectin peptide – biochemical, fluorescence polarization, rhodamine-plectin, uHTS, primary screen (AID 1817); Siah-1 / rhodamine-plectin peptide fluorescence polarization; higher % means a stronger effect; one-dose displacement, % at 20 µM; IC50 in µM for titrated hits; 290,000 compounds, 0.02% hits;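 active = displacement of at least 50% at 20 µM, with a fluorescence ratio check between 0.3 and a set limit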;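 also: plate controls were Siah plus tracer with DMSO for no effect and tracer alone without Siah for full effect; strong numbers were not always called active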
K1F lysis inhibition – protection from phage-mediated lysis, alamar blue read-out – E. coli UTI89, K1F phage, bacterial capsule biogenesis inhibitors (AID 488966); E. coli UTI89 K1F phage lysis, alamar blue, 2 h; higher % means a stronger effect; one-dose inhibition, % at 100 µM; IC50 in µM for titrated hits; 340,000 compounds, 0.02% hits;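 active = phage lysis inhibition, versus mean bacterial control, above a set limit; inconclusive = no clear call, values can overlap the other calls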;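 also: capsule biogenesis inhibitors block K1F phage lysis so surviving cells raise fluorescence; higher fluorescence means more inhibition of phage lysis; actives were called in the ten point dose series up to 300 µM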
AID2073 – inhibitors of Mint1-CaV2.2 protein interaction, biochemical, HTRF (AID 2073) | HTRF protein-protein interaction, Mint1-CaV2.2; higher % means a stronger effect | one-dose inhibition, % at 20 µM; IC50 in µM for titrated hits | 290,000 compounds, 0.19% hits; in the data active = inhibition mostly above about 51%, no sharp cut-off; inconclusive = no clear call, values can overlap the other calls; inactive = mostly below about 53%; also: some results filed as inactive read as strong as hits
RSV antiviral HEp-2 – RSV antiviral activity via CPE protection, HEp-2 cells, primary 10 µM value included (AID 2391); one-dose CPE inhibition, % at 10 µM; IC50 in µM for titrated hits; 310,000 compounds, 0.13% hits; HEp-2 cells, RSV-induced CPE inhibition; higher % means a stronger effect; in the data active = a potency from the dose series; inconclusive = CPE inhibition mostly from about 23% at the one dose, without a potency; inactive = the rest, 99 in 100 with CPE inhibition below about 21%; also: strong numbers were not always called active
NTR1 agonist cell count 20 µM – further read-out of NTR1 agonist, marked with its call; cell count; measured here: cell count, cytotoxicity flag
Starred values were filed as active, the others as inactive; u = inconclusive; x = no result given; [ ] = remark or other dose.

smiles	NTR1 agonist cell count 20 µM	Large T inhibition	AID2073	West Nile virus CPE	K1F lysis inhibition	SIAH1 antagonists	RSV antiviral HEp-2	NTR1 agonist	MgcRacGAP inhibition	Dengue-2 NS5 capping
C=CCC1(CC=C)CCCN1Cc1nc(COc2ccccc2)no1	54	13%	-4%	-0.9%	0.1%	4%	-0.8%	0.2	-6%	-9%
Cc1oc2c(CN3CCCC3)c(O)ccc2c(=O)c1-c1ccc(Br)cc1	50	-3%	22%	-0.2%	0.1%	-2%	-1.4%	0.4	3%	-4%
CCOC(=O)/C(C#N)=C/c1ccc(-c2ccsc2C(=O)OC)o1	83	1%	u	-0.3%	0.3%	-2%	3.4%	1.6	2%	12%
CN(Cc1nc(Cc2cccc(F)c2)no1)CC1CCOCC1	63	4%	-28%	-0.6%	-0.2%	1%	-1.7%	-1.9	-2%	-3%
CC(=O)c1c(C)[nH]c(C(=O)Nc2ccc(Cl)c(S(=O)(=O)N3CCOCC3)c2)c1C	53	8%	3%	-0.4%	-2.5%	-8%	6.7%	5.4	-1%	4%
O=C(NCc1cccnc1)Nc1cccc([N+](=O)[O-])c1	56	19%	7%	-0.5%	0.5%[50 µM]	3%	1.8%	-1.0	3%	-3%
CN(CC(=O)Nc1cccc(F)c1)C(=O)CCCc1c[nH]c2ccccc12	95	x	x	x	0.7%[50 µM]	x	-0.2%	-0.6	7%	-7%
O=C(N/N=C/c1ccccc1F)c1cc2c(ccc3ccccc32)o1	65	1%	42%	-0.8%	1.6%[50 µM]	21%	5.6%	1.3	14%	-7%
O=C(CO/N=C/c1ccccc1)N1c2ccccc2Oc2ccccc21	57	22%	-3%	-0.3%	1.2%	22%	4.1%	1.8	7%	-11%
COc1ccc(CCNC(=O)Cn2c(=O)n(-c3ccc(F)cc3)c(=O)c3sccc32)cc1OC	x	3%	u	-0.6%	0.1%	-5%	x	x	6%	-1%
O=C(N[C@@H](Cc1ccccc1)C(=O)N[C@@H](Cc1ccccc1)C(=O)O)OCc1ccccc1	92	15%	x	x	2.2%	x	0.1%	-2.4	6%	-3%
CCN(Cc1nc2cc(Cl)ccc2c(=O)[nH]1)C(=O)c1cccc(NC(=O)c2cccs2)c1	100	x	x	x	-0.3%[50 µM]	x	0.8%	2.7	7%	-6%
CSc1cc(-c2ccccc2)n(Cc2ccc(Cl)cc2Cl)c(=O)c1C#N	62	-1%	7%	0.1%	0.5%	-3%	0.2%	2.9	2%	-3%
CC(=O)Oc1ccccc1C(=O)Nc1ccccc1C(=O)N1CCCCC1	62	-3%	0%	-0.1%	0.1%	0%	0.6%	0.3	-3%	-9%
CCCNS(=O)(=O)c1ccc(CCC(=O)Nc2ccc3c(c2)OCCO3)cc1	64	2%	-3%	0.0%	2.6%	4%	2.7%	0.8	2%	1%
COc1cc(OC)c(C(=O)NC2CC(C)(C)NC(C)(C)C2)cc1OC	53	7%	3%	0.2%	3.2%	13%	0.8%	3.1	9%	11%
COc1cccc(COC(=O)c2ccc(S(=O)(=O)N3CCC(C)CC3)cc2)c1OC	60	9%	x	x	1.0%[50 µM]	x	1.4%	0.2	6%	4%
Cc1cc(C)n2nc(SCc3nc4ccccc4[nH]3)nc2n1	58	4%	1%	0.4%	6.6%	-4%	0.2%	2.3	4%	1%
N#C/C(=C(/O)c1ccc([N+](=O)[O-])s1)c1nc2ccccc2[nH]1	78	5%	24%	-1.3%	-0.3%	1%	22%	1.2	8%	1%
C=CCSc1nnc(-c2cccc3ccccc23)o1	51	x	x	x	0.2%	x	x	-1.5	5%	-2%
COc1cc(CO)c(Br)cc1OCC(N)=O	78	9%	-6%	0.2%	0.5%	4%	-0.5%	0.1	12%	-3%
COCc1cc(C(C)=O)ccc1OC	43	6%	-3%	0.6%	0.1%	-1%	0.0%	-0.1	-8%	13%
CCOc1ccccc1-n1c(SCC(=O)NCc2ccco2)nnc1-c1ccncc1	69	8%	-6%	-0.3%	0.7%	-1%	0.2%	0.1	0%	-3%
CC(=O)c1c(C)oc2ccc(N(C(=O)C3CCCCC3)S(=O)(=O)c3cc([N+](=O)[O-])ccc3C)cc12	43	14%	10%	-0.5%	1.0%	5%	2.8%	0.7	7%	-5%
N#CC1=C(N)Oc2n[nH]c(-c3cccs3)c2C1C1CCCCC1 (stereo unspecified)	65	x	6%	0.2%	-4.8%	-2%	1.9%	12	9%	3%
COc1ccc(S(=O)(=O)N(C)CC(=O)N2CCOCC2)cc1Cl	36	0%	-6%	0.2%	0.5%	1%	0.8%	-0.8	7%	5%
COc1cc(C#N)ccc1OCC(=O)NCc1cccs1	42	5%	3%	1.1%	3.9%	0%	4.6%	0.1	5%	-6%
CCc1ccccc1OCC(=O)Nc1nc(-c2cccnc2)cs1	50	4%	3%	-1.4%	0.0%	-13%	-1.5%	9.1	10%	-7%
O=C(/C=C/c1ccccc1)N1CCN(c2ccc([N+](=O)[O-])c(N3CCOCC3)c2)CC1	105	9%	-1%	0.0%	-2.1%	-4%	2.3%	-3.5	7%	1%
COc1ccc(N(C(=O)c2ccncc2)S(=O)(=O)c2ccc(OC)c(OC)c2)cc1	39	x	7%	-1.0%	2.5%	-1%	2.3%	-6.1	6%	-46%

Continuation.
smiles	NTR1 agonist cell count 20 µM	Large T inhibition	AID2073	West Nile virus CPE	K1F lysis inhibition	SIAH1 antagonists	RSV antiviral HEp-2	NTR1 agonist	MgcRacGAP inhibition	Dengue-2 NS5 capping
Clc1cccc(CSC2=NCCCN2)c1	97	5%	15%	-0.1%	2.9%	-5%	-0.2%	2.4	5%	-3%
CC(C)CC[n+]1ccn(C2=C([O-])c3ccccc3C(=O)/C2=N\S(=O)(=O)c2ccccc2)c1	50	-5%	-12%	0.3%	0.1%	5%	-0.7%	0.5	3%	-1%
Cc1c(C(=O)N/N=C/c2ccoc2)cccc1[N+](=O)[O-]	68	6%	15%	-0.1%	0.4%	-9%	0.8%	0.1	2%	-3%
CCNCC(=O)N1c2ccccc2CCc2ccc(NC(C)=O)cc21	45	9%	15%	0.0%	0.3%	-6%	-0.3%	-0.9	2%	-3%
COc1ccc(-n2cnc3c(sc4nccc(N(C)C)c43)c2=O)cc1	60	3%	13%	0.1%	-1.1%	4%	3.5%	1.1	4%	-3%
Cc1ccc(S(=O)(=O)N2CCOCC2)cc1C(=O)N1CC(C)OC(C)C1 (stereo unspecified)	73	7%	x	x	1.4%[50 µM]	x	0.5%	-1.0	15%	-9%
COc1c(Br)cc([N+](=O)[O-])c(OC)c1C(=O)NC(=O)Nc1nc(C)cc(C)n1	50	-20%	1%	-0.3%	0.9%	-8%	2.7%	-0.6	11%	-2%
O=C(Oc1ccc(Cl)c2cccnc12)C12CC3CC(CC(C3)C1)C2	44	-2%	1%	0.1%	3.9%	2%	4.3%	5.9	-2%	-8%
CN(c1ccccc1)S(=O)(=O)c1ccc(C(=O)OCC(=O)NC(N)=O)cc1	64	15%	-13%	0.1%	0.3%	-1%	-0.6%	0.0	8%	1%
CC(=O)c1cc(Cl)ccc1OCc1cccc(S(=O)(=O)N2CCOCC2)c1	66	5%	x	x	0.0%[50 µM]	x	10.0%	2.8	12%	-1%
CCOC(=O)CNC(=O)N1CCC(CCC(=O)N(C)Cc2ccccc2)CC1	48	5%	3%	-0.3%	1.0%	0%	2.2%	-1.1	12%	7%
CCOC(=O)c1c(NC(=O)CN2C(=O)NC3(CCC(CC)CC3)C2=O)sc(C)c1-c1ccc(C)cc1 (stereo unspecified)	46	7%	27%	-0.6%	0.3%	0%	3.4%	3.3	3%	-9%
Cc1ccc(C(C)NC(=O)Cc2cccs2)c(C)c1 (stereo unspecified)	77	9%	0%	-0.4%	-0.1%	1%	2.9%	0.0	1%	0%

Grouped by structure: the compounds so far with a nitro group on carbon
smiles	NTR1 agonist cell count 20 µM	Large T inhibition	AID2073	West Nile virus CPE	K1F lysis inhibition	SIAH1 antagonists	RSV antiviral HEp-2	NTR1 agonist	MgcRacGAP inhibition	Dengue-2 NS5 capping
O=C(NCc1cccnc1)Nc1cccc([N+](=O)[O-])c1	56	19%	7%	-0.5%	0.5%[50 µM]	3%	1.8%	-1.0	3%	-3%
N#C/C(=C(/O)c1ccc([N+](=O)[O-])s1)c1nc2ccccc2[nH]1	78	5%	24%	-1.3%	-0.3%	1%	22%	1.2	8%	1%
CC(=O)c1c(C)oc2ccc(N(C(=O)C3CCCCC3)S(=O)(=O)c3cc([N+](=O)[O-])ccc3C)cc12	43	14%	10%	-0.5%	1.0%	5%	2.8%	0.7	7%	-5%
O=C(/C=C/c1ccccc1)N1CCN(c2ccc([N+](=O)[O-])c(N3CCOCC3)c2)CC1	105	9%	-1%	0.0%	-2.1%	-4%	2.3%	-3.5	7%	1%
Cc1c(C(=O)N/N=C/c2ccoc2)cccc1[N+](=O)[O-]	68	6%	15%	-0.1%	0.4%	-9%	0.8%	0.1	2%	-3%
COc1c(Br)cc([N+](=O)[O-])c(OC)c1C(=O)NC(=O)Nc1nc(C)cc(C)n1	50	-20%	1%	-0.3%	0.9%	-8%	2.7%	-0.6	11%	-2%

Fetched by structure from the entries so far:
smiles	NTR1 agonist cell count 20 µM	Large T inhibition	AID2073	West Nile virus CPE	K1F lysis inhibition	SIAH1 antagonists	RSV antiviral HEp-2	NTR1 agonist	MgcRacGAP inhibition	Dengue-2 NS5 capping
Cc1c(C(=O)N/N=C/c2ccoc2)cccc1[N+](=O)[O-]	68	6%	15%	-0.1%	0.4%	-9%	0.8%	0.1	2%	-3%
CC(=O)c1cc(Cl)ccc1OCc1cccc(S(=O)(=O)N2CCOCC2)c1	66	5%	x	x	0.0%[50 µM]	x	10.0%	2.8	12%	-1%

Hits appear at their usual frequency; overall some 1.6% were active at least once.
